Source: PubChem
EWS-Fli inh: inhibitors of EWS/Fli oncoprotein transcriptional activity; A673 NR0B1-luciferase reporter, viability-normalised; inhibition, % at 12.6 µM; hit rate 0.67% among 350,000;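 active = mean inhibition of at least 50% after viability correction, with every replicate also passing that limit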;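 note: firefly luciferase signal divided by Alamar Blue viability fluorescence both relative to DMSO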
ERAP1 inh: blocks human ERAP1 aminopeptidase activity; inhibition, % at 10.7 µM; Q9NZ08; AID 652197; hit rate 0.15% among 340,000; recombinant ERAP1, Leu-AMC fluorescence, 60 min;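 active = mean replicate inhibition of at least 30%, or all replicates individually reaching that 30% level; inactive = mean below 30% and not every replicate reaching it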;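 note: 0% = neutral control wells and 100% = L-leucinethiol positive control wells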
Target sequence (Q9NZ08 whole entry, looked up): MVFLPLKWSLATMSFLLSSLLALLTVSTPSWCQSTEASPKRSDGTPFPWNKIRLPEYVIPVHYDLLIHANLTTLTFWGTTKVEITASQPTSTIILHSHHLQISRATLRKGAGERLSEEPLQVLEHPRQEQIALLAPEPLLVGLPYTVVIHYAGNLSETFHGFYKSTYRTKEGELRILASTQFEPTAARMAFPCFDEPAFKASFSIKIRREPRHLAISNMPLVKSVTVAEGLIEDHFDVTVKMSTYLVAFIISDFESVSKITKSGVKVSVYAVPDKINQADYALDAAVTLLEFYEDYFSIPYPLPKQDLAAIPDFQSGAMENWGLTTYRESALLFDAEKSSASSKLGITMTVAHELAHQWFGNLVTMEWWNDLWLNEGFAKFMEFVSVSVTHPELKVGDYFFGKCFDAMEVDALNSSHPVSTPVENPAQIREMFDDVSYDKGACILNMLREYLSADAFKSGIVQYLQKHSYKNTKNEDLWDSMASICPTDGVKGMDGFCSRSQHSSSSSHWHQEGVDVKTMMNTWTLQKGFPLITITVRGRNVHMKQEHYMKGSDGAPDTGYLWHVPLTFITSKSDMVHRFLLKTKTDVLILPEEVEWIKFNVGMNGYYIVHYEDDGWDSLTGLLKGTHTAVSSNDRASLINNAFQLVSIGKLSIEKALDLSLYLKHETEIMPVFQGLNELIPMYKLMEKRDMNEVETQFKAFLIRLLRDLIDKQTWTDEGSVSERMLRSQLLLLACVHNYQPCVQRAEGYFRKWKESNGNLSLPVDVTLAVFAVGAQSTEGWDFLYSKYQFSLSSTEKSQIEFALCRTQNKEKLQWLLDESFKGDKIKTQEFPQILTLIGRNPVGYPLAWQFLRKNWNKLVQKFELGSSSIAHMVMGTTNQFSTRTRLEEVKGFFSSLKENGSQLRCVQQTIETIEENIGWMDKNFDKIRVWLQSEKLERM
PGC1a acetyl inh: modulators of PGC1a acetylation. U2OS PGC1a acetylation, AlphaScreen anti-acetyl-lysine; with virally co-expressed GCN5 acetyltransferase. hit rate 0.17% among 350,000. AID 651687. inhibition, % at 15.6 µM;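 active = every replicate shows inhibition of at least 40%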;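 note: 0% = neutral control wells and 100% = positive control wells; some results beyond the cut were filed as inactive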
PAX8 inh HTS: lowers PAX8-driven luciferase in RMG-I cells. hit rate 1.2% among 360,000. RMG-I TPO-luciferase reporter, SteadyGlo, 24 h. inhibition, % at 12.6 µM. AID 652154;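 active = mean replicate inhibition at least 60% with every replicate also reaching 60%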;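 note: luciferase light reporting Pax8 driven TPO promoter activity; plate controls were median of neutral control wells for no effect and mitoxantrone controls for full effect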
PglD inh: blocks C. jejuni PglD acetyltransferase activity. purified PglD enzyme, DTNB colorimetric CoA detection. inhibition, % at 12.5 µM. hit rate 0.098% among 360,000; in the data active = inhibition above about 16%, passing the limit was not always enough; note: strong numbers were not always called active
LGR2 inh: blocks bursicon-induced cAMP signaling via Drosophila LGR2; HEK293 LGR2, CRE-luciferase, bursicon-stimulated, 4 h; hit rate 0.35% among 380,000; AID 720647; inhibition, % at 9.99 µM;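 active = drop in luminescence signal, shown as inhibition above about 50% in the replicate tests, limit read from the data, passing the limit was not always enough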;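 note: agonist challenge used bursicon conditioned medium at about half maximal strength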
S100A4 inh HTS: blocks human S100A4 binding to myosin IIA peptide | S100A4/TAMRA-MyoIIA peptide fluorescence polarization | inhibition, % at 10.7 µM | hit rate 0.14% among 360,000 | AID 652163;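 active = mean inhibition of at least 70% across replicates, with every replicate also reaching that level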
Target sequence (P26447 whole entry, looked up): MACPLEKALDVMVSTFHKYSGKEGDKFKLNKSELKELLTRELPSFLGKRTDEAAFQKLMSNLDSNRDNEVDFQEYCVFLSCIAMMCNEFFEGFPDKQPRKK
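Test system: S100A4 monomer protein; Medium: HEPES pH 7.2 with CaCl2, KCl, NaCl, DTT, Triton; Probe or stimulus: TAMRA-labelled myosin IIA heavy-chain peptide probe, 5 nM; Doses: one dose per compound; Times: polarization read 5 min after assay mix addition, stable 5–60 min; Benchmarks: neutral control DMSO, positive control TFP.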
FN deposit inh: fibronectin deposition inhibition. AID 743247. inhibition, % at 12.6 µM. hit rate 0.086% among 350,000. AH1F fibroblasts, Alexa488-fibronectin deposition fluorescence, overnight;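 active = mean inhibition across replicates of 30% or more, regardless of how many single replicates reach that level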;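 note: positive control wells lacked labelled fibronectin entirely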
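Test system: AH1F fibroblast monolayer depositing Alexa488-labelled fibronectin into matrix. Input: 10000 cells per well. Technique: fluorescence, ex 485 nm, em 525 nm. Buffer or medium: DMEM plus 2% serum, read in PBS. Timing: 1 h cell adhesion before compound, then overnight fibronectin incubation. Compound: single dose, pinned. Read-out basis: inhibition from reduced deposited-fibronectin fluorescence.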
Starred values were filed as active, the others as inactive; x = not tested or not shown; & = joins results of further samples. Not a hit list; 2.1% or so of the library scored in one or more.

Start of the listing, in advance (5 entries):
SMILES | EWS-Fli inh | ERAP1 inh | PGC1a acetyl inh | PAX8 inh HTS | PglD inh | LGR2 inh | S100A4 inh HTS | FN deposit inh
O=C(CC1CC1)Nc1ccc2c(c1)[C@H]1C[C@H](CC(=O)N3CCc4ccccc4C3)O[C@@H](CO)[C@H]1O2 | -4&-2 | 1&1 | 12&-3 | 10 | 1&-1 | -1&20 | -4&9 | 7&-10
C[C@H]1CN([C@@H](C)CO)C(=O)c2cc(C#CCN(C)C)cnc2O[C@H]1CN(C)Cc1ccccc1 | 1 | -4 | 6 | x | -9 | 12 | -2 | -8
COc1ccc2nccc(/C=C/c3ccnc4ccc(OC)cc34)c2c1 | 15 | x | -48 | -25 | -7 | -1 | 2 | 4
O=c1ccoc2ccccc12 | -17 | 1 | -1 | x | 2 | x | -2 | x
CO[C@@H]1CN(C)C(=O)c2cc(NS(=O)(=O)CC(F)(F)F)ccc2OC[C@@H](C)N(Cc2ccccn2)C[C@H]1C | -3 | 2 | 5 | -7 | 10 | 6 | -10 | 1

The listing, repeating the preview:
SMILES | EWS-Fli inh | ERAP1 inh | PGC1a acetyl inh | PAX8 inh HTS | PglD inh | LGR2 inh | S100A4 inh HTS | FN deposit inh
O=C(CC1CC1)Nc1ccc2c(c1)[C@H]1C[C@H](CC(=O)N3CCc4ccccc4C3)O[C@@H](CO)[C@H]1O2 | -4&-2 | 1&1 | 12&-3 | 10 | 1&-1 | -1&20 | -4&9 | 7&-10
C[C@H]1CN([C@@H](C)CO)C(=O)c2cc(C#CCN(C)C)cnc2O[C@H]1CN(C)Cc1ccccc1 | 1 | -4 | 6 | x | -9 | 12 | -2 | -8
COc1ccc2nccc(/C=C/c3ccnc4ccc(OC)cc34)c2c1 | 15 | x | -48 | -25 | -7 | -1 | 2 | 4
O=c1ccoc2ccccc12 | -17 | 1 | -1 | x | 2 | x | -2 | x
CO[C@@H]1CN(C)C(=O)c2cc(NS(=O)(=O)CC(F)(F)F)ccc2OC[C@@H](C)N(Cc2ccccn2)C[C@H]1C | -3 | 2 | 5 | -7 | 10 | 6 | -10 | 1
N#Cc1ccc(-c2nc3ccc(Cl)cn3c2Cc2cccc(Cl)c2)cc1 | -19 | -1 | -24 | 0 | 2 | -32 | -7 | 2
CCC(C)c1ccccc1NC(=O)COc1ccc(-c2nnco2)cc1 (centres undefined) | 1 | 2 | x | 0 | 0 | -17 | -4 | -2
Cc1c(C)n(O)c2ccc3nonc3c12 | 0 | 0 | 6 | 4 | 1 | 2 | -3 | -4
O=C(O)c1csc(-n2nc(-c3ccccc3)cc2C(F)(F)F)n1 | 5 | 2 | x | 19 | x | 11 | -3 | 2
C[C@@H]1CN([C@@H](C)CO)C(=O)c2cc(C#CC3(O)CCCC3)cnc2O[C@H]1CN(C)S(C)(=O)=O | -2 | 0 | 3 | x | -2 | 20 | 3 | -1
COc1cc(/C=C/C(=O)OCC(=O)NCC2CCCO2)ccc1OCC#N (centres undefined) | x | x | x | -7 | -5 | 14 | x | 7
CCCn1c(SCC(=O)Nc2ccc3c(c2)OCCO3)nnc1-c1ccco1 | x | x | -9 | 14 | -6 | x | x | 4
Cc1ccc(C)c(OCCCC(=O)O)c1 | x | x | 1 | 17 | -3 | x | x | 10
COc1cc([N+](=O)[O-])cc(/C=N/NC(=O)c2ccc(NC(=O)c3ccc(C)cc3)cc2)c1O | 29 | -1 | -27 | 30 | x | 28 | -9 | 0
CCCCN(C(C)=O)c1c(CC)nc2ccc(C(=O)NCc3cccs3)cn12 | 2 | 12 | -3 | 8 | 6 | 1 | 1 | -6
Cc1ccc(NC(=O)c2cccc3c2C(=O)N(C2CCCCC2)C3)cc1 | x | x | -9 | -2 | 1 | x | x | -5
CCOc1ccccc1NC(=O)CCn1cccc1 | 2 | -1 | x | 12 | x | 3 | 6 | 12
COc1cccc(CNC(=O)COc2ccc(C(=O)c3ccccc3)cc2)c1 | 3 | -4 | 10 | 3 | 0 | -3 | -5 | 14
CCC(C)(C)n1nnnc1C(c1ccccc1OC)N1CCSCC1 (centres undefined) | 3 | -1 | -69 | x | 4 | 26 | -5 | x
Oc1ccc(N2CCN(C(c3ccccn3)c3nnnn3C3CCCC3)CC2)cc1 (centres undefined) | x | x | 2 | x | 2 | -3 | x | -16

In the list so far, these contain a halogen:
SMILES | EWS-Fli inh | ERAP1 inh | PGC1a acetyl inh | PAX8 inh HTS | PglD inh | LGR2 inh | S100A4 inh HTS | FN deposit inh
CO[C@@H]1CN(C)C(=O)c2cc(NS(=O)(=O)CC(F)(F)F)ccc2OC[C@@H](C)N(Cc2ccccn2)C[C@H]1C | -3 | 2 | 5 | -7 | 10 | 6 | -10 | 1
N#Cc1ccc(-c2nc3ccc(Cl)cn3c2Cc2cccc(Cl)c2)cc1 | -19 | -1 | -24 | 0 | 2 | -32 | -7 | 2
O=C(O)c1csc(-n2nc(-c3ccccc3)cc2C(F)(F)F)n1 | 5 | 2 | x | 19 | x | 11 | -3 | 2

Later entries:
SMILES | EWS-Fli inh | ERAP1 inh | PGC1a acetyl inh | PAX8 inh HTS | PglD inh | LGR2 inh | S100A4 inh HTS | FN deposit inh
COc1cc(C)c(/C=C/C(C)=C/C=C/C(C)=C/C(=O)O)c(C)c1C | 5 | 3 | -10 | -19 | 0 | 1 | 3 | 2
O=C(CCN1CCCCC1)Nc1ccc(F)c(F)c1 | -1 | 0 | x | -6 | 0 | 8 | 3 | 3
CO[C@@H]1CN(C)C(=O)c2ccc(NC(=O)C3CC3)cc2OC[C@@H](C)N(Cc2nccs2)C[C@@H]1C | -10 | 0 | x | -7 | 2 | -6 | -6 | -10
Clc1ncccc1-c1nc2ccccc2n1Cc1ccccc1 | 7 | 1 | -1 | x | -7 | 5 | -8 | x
NC(=O)c1ccc(OCC(=O)N2CCNC2=O)cc1 | 0 | 5 | -2 | -15 | -3 | 14 | -17 | -4
Cc1cc2c(cc1S(N)(=O)=O)S(=O)(=O)CCC2 | 2 | -2 | x | 6 | 8 | 1 | 0 | 5
COc1ccc(-c2c(C(C)=O)c(C)nc3sc4c(=O)[nH]nnc4c23)cc1 | 13 | 2 | x | 24 | x | x | 0 | -2
CC=Cc1ccc2n(c1=O)C[C@@H]1[C@@H](CO)[C@H](C(=O)N3CCN(C)CC3)N(Cc3ccccc3OC)[C@H]21 (mixture of isomers) | 3 | 1 | x | x | 1 | 7 | 11 | x
CCOc1ccc2[nH]c(=O)c(CN(CCc3ccccc3)C(=O)N3CCOCC3)cc2c1 | -9 | 3 | 8 | x | 3 | -10 | -1 | x
CO[C@H]1CN(C)C(=O)c2cc(NC(=O)C3CC3)ccc2OC[C@H](C)N(C(=O)c2ccccn2)C[C@@H]1C | -6 | x | 8 | x | x | 6 | x | -10
COc1ccc2[nH]c3c(c2c1)CCN1C(=O)N([C@@H](C)C(=O)NC2CCCC2)C(=O)[C@]31C | 28 | 1 | -8 | x | 0 | -19 | 1 | x
O=C(NCc1cccnc1)c1ccc(COc2ccccc2Cl)cc1 | -29 | 0 | -38 | -30 | x | -1 | -1 | -2
CCOc1ccc(/C=N/NC(=O)c2ccccc2Cl)cc1CN1CC2CC(C1)c1cccc(=O)n1C2 (centres undefined) | 5 | -5 | -11 | x | 3 | -3 | -8 | x
CC(C)(C)NC(=O)Cn1nc(C(F)(F)F)c2c1CCCC2 | -9 | 2 | 1 | -4 | x | 28 | -1 | -16
C[C@H]1CN([C@@H](C)CO)S(=O)(=O)c2ccc(-c3cccnc3)cc2O[C@H]1CN(C)C(=O)C1CCCCC1 | -4 | 0 | -7 | x | 4 | -23 | -13 | x
O=S(=O)(c1cccc(Br)c1)N1CCN(c2ncnc3scc(-c4ccccc4)c23)CC1 | 1 | -2 | -2 | 25 | -5 | 12 | -2 | 4
COc1ccc(CN2CCOCCOCCOCCOCC2)cc1 | 17 | 5 | 4 | -8 | x | 13 | -9 | -6
O=c1c(-c2cccc(Cl)c2)c[nH]n1-c1ccccc1 | -26 | 1 | 0 | -14 | 0 | -32 | -1 | -4
FC(F)(F)c1cc(-c2ccco2)nc(N2CCN(c3ccccc3)CC2)n1 | x | x | -4 | x | 3 | -15 | x | 8
c1ccc(NN=C(c2ccccc2)c2cccs2)cc1 | -4 | -3 | x | -4 | 1 | -16 | -3 | 4
CC(=O)C[C@H]1c2ccccc2S(=O)(=O)N1c1ccccc1 | 13 | -3 | x | -12 | -4 | 2 | -2 | 7
CCCN(C)C[C@H]1Oc2cc(C#Cc3ccccc3)ccc2S(=O)(=O)N([C@@H](C)CO)C[C@H]1C | 7 | -5 | -14 | x | 1 | 9 | -61 | -6
COc1ccc(N(CC(=O)N2CCOCC2)S(=O)(=O)c2ccccc2)cc1Cl | x | 3 | 0 | x | -1 | -1 | 1 | 1
CCOc1ccc(CN(C)C(=O)CCc2ccc(S(=O)(=O)N3CCCCCC3)cc2)cc1 | 22 | 0 | 3 | 37 | -2 | 9 | -1 | -2
Cc1ccc(N(CCC#N)C(=O)COC(=O)c2ccccc2SCC(=O)N2CCCC2)cc1 | 5 | 1 | -36 | 0 | -1 | 9 | 11 | -7
Cc1csc(NC(=O)CSc2nc3sc(C)c(C)c3c(=O)[nH]2)n1 | x | x | 5 | 7 | 8 | x | x | 0
O=C(Nc1ccccc1F)N[C@H]1CC[C@H](CCNC(=O)C2CCCCC2)O[C@H]1CO | 0 | -3 | -17 | -26 | -11 | 4 | 87* | 1
Cc1ccc(NC(=O)CSc2nncs2)cc1Cl | -33 | 1 | 10 | -31 | -1 | -20 | 1 | 23
O=C(N[C@H]1CC[C@H](CCNS(=O)(=O)c2ccc(F)cc2)O[C@H]1CO)C1CCC1 | -1 | -2 | 6 | 5 | 2 | 4 | -5 | -5
C[C@@H]1CN([C@@H](C)CO)S(=O)(=O)c2ccc(C#CCN(C)C)cc2O[C@@H]1CN(C)Cc1ccncc1 | 53* | -1 | -11 | -7 | -5 | 4 | 18 | x
Cc1ccc(C)c(C(C)NC(=O)C2CCCC2)c1 (centres undefined) | 17 | -4 | x | -9 | -1 | 10 | 0 | 5
COc1cccc(CNC(=O)CSc2nc3ccc(C)cc3[nH]2)c1 | -8 | -3 | -1 | 6 | -1 | 2 | 0 | -1
COc1ccc2c3c([nH]c2c1)[C@@H](CO)N(Cc1ccccc1F)CC31CCN(CC2CC2)CC1 | 4 | 5 | -7 | x | x | 8 | -6 | 15
Cc1ccc(S(=O)(=O)c2cc(Nc3ccccc3)ccc2O)cc1 | 4 | 1 | -8 | 8 | -2 | 8 | -1 | 1
CCC1=C(OC(=O)N(CC)CC)N2C(=O)OC(=NCC3CC3)[C@]2(C)[C@H]2C1=CC[C@H]1C(=O)NC(=O)[C@H]12 | -5 | -1 | x | 2 | -2 | 7 | 4 | 3
CN(C)S(=O)(=O)c1ccc(Cl)c(NC(=O)c2ccncc2)c1 | x | x | 9 | -10 | -3 | -1 | x | 11
COc1cc(NC(=S)N2CCC(C(O)(c3ccccc3)c3ccccc3)CC2)cc(OC)c1 | 6 | 0 | -9 | 17 | -2 | -16 | -4 | -1
C=CCSc1nc2sc3c(c2c(=O)n1CC)CCC3 | 17 | -1 | -3 | -5 | -3 | x | 1 | 8
